Compound activity deposited in PubChem BioAssay by several laboratories.
MOR-DOR ag: OPRM1-OPRD1 heterodimerization agonism; 340,000 compounds, 0.3% hits; cells, luminescence; activation, % at 9.3 µM; in the data active = activation above about 18%;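 note: 0% = vehicle-treated cells and 100% = reference agonist; values of inactives mirror those of a sister screen read the other way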
HTR5A ag: HTR5A agonism, opioid heterodimer counter-screen; P47898; HTR5A agonist assay, luminescence, cell-based; activation, % at 9.3 µM; 340,000 compounds, 0.61% hits; in the data active = activation mostly above about 9.5%, no sharp cut-off; inactive = mostly below about 7.6%;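 note: 0% = cells with vehicle only and 100% = reference agonist; strong numbers were not always called active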
Target sequence (P47898 whole entry, looked up): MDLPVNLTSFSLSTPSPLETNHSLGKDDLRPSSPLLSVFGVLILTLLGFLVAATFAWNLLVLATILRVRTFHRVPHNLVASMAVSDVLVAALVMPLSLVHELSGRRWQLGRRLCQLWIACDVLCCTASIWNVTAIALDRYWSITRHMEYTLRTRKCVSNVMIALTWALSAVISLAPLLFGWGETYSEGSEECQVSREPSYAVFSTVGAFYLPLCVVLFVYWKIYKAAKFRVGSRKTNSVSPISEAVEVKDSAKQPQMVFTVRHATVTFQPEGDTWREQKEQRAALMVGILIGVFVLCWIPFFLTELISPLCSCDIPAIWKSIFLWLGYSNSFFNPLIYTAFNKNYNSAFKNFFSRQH
E coli growth: counter-screen for AddAB inhibitors: E. coli growth inhibition | 330,000 compounds, 0.27% hits | inhibition, % at 11.9 µM | E. coli V3065 growth, OD600 absorbance, 18 h | AID 449728;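 active = inhibition above the campaign's mean inhibition across all tested compounds plus 3 SD, cut at about 9.9% in these data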;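 note: uninfected addAB+ strain grown without phage in ampicillin broth; 0% = DMSO wells and 100% = ciprofloxacin 0.95 µg/ml wells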
phage Ecoli inh: E. coli growth loss with phage present | growth absorbance | inhibition, % at 11.9 µM | 360,000 compounds, 0.26% hits | AID 651602; in the data active = inhibition above about 11%
PKA-R1A act: activators of PKA-R1A complex | 340,000 compounds, 0.083% hits | PKA-R1A dissociation, Cy5-IP20 fluorescence polarization; scaled: DMSO 0%, 113 µM cGMP 100% | activation, % at 11.4 µM | P00514+P68181;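 active = percent activation above the mean of all tested compounds plus 3 SD, cut at about 19% in these data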;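 note: higher means more PKAc released from R1A so a rise in polarization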
MOR-DOR inv ag: mu-delta opioid heterodimer inverse agonism. cell-based MOR-DOR heterodimer luminescence. inhibition, % at 9.3 µM. 340,000 compounds, 0.21% hits. AID 504357; in the data active = inhibition above about 22%, passing the limit was not always enough;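 note: 0% = cells with DMSO and 100% = wells without cells with DMSO; values of inactives mirror those of a sister screen read the other way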
AddAB inh: less growth of phage-infected E. coli with AddAB | 330,000 compounds, 0.29% hits | E. coli expressing H. pylori AddAB, absorbance growth | inhibition, % at 11.9 µM; in the data active = inhibition above about 12%;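 note: 0% = vehicle wells of infected cells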
DSG3 Ab inh: inhibitors of pemphigus antibody binding to human desmoglein-3. P32926. DSG3-coupled beads, scFv-anti-DSG3-GFP binding, flow cytometry; hits give low values. binding (percent of control), % at 10 µM. 310,000 compounds, 0.48% hits;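 active = binding more than 3 SD below its plate's average and above zero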;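 note: hits lower antibody fragment binding to DSG3; some compounds called inactive have numbers as strong as hits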
SUMO Mot1 rescue: inhibitors of SUMOylation pathway: yeast Mot1-301 growth rescue. S. cerevisiae Mot1-301 growth rescue, ATP luminescence, 38.5C; percent above DMSO median, 100 means doubled. growth rescue, % at 18.8 µM. 320,000 compounds, 1% hits. AID 2716;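 active = every valid replicate shows activation above 250% relative to neutral control wells; inactive = the rest, any valid replicate at or below 250%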;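 note: OY570 slx delta 5 strain wells were the positive control but not used for scaling; some compounds called inactive have numbers as strong as hits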
PfHsp90 set2: growth inhibition of yeast expressing Plasmodium Hsp90 | inhibition, % at 9.4 µM | 310,000 compounds, 0.32% hits | S. cerevisiae expressing PfHsp90, BacTiter-Glo ATP, 48 h; yeast lacking PDR1 and PDR3 efflux regulators;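 active = every replicate shows inhibition above about 80%, whatever the replicate mean, limit read from the data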;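 note: 0% = DMSO neutral controls and 100% = 20 µM radicicol positive controls; yeast relying on Plasmodium falciparum Hsp90 in place of its own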
HTR5A inv ctr: counter-screen for OPRM1-OPRD1 inverse agonists: human HTR5A inverse agonism; P47898; HTR5A cell line, luminescence; inhibition, % at 9.3 µM; 340,000 compounds, 0.083% hits; AID 504634; in the data active = inhibition mostly above about 23%, no sharp cut-off; inactive = mostly below about 18%;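 note: 0% = cells with DMSO and 100% = no-cell wells with DMSO; some compounds called inactive have numbers as strong as hits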
Active calls of the source: *.

For CC[C@]12c3[nH]c4ccc(Cl)cc4c3CCN1C(=O)[C@@H](CC(=O)NC/C=C(\C)CCC=C(C)C)C[C@@H]2C(=O)N1CCN(C(=O)C2CC2)CC1 the results were MOR-DOR ag -1.6, HTR5A ag 6, E coli growth -1.4, phage Ecoli inh 2.6, PKA-R1A act -10, MOR-DOR inv ag 8, AddAB inh -2.2, DSG3 Ab inh 103, PfHsp90 set2 -10 and HTR5A inv ctr -22.
`CSc1ccc(CNc2ccc(C)c(C)c2)cc1` gave MOR-DOR ag 7.2, HTR5A ag -4, E coli growth 0.1, phage Ecoli inh 0.9, PKA-R1A act 1, MOR-DOR inv ag -41, AddAB inh 1.0, DSG3 Ab inh 106, SUMO Mot1 rescue 46, PfHsp90 set2 5 and HTR5A inv ctr 10.
COc1ccc(N(C(=O)c2ccco2)C(C(=O)NC2CCCC2)c2ccc(N(C)C)cc2)cc1OC (stereo unspecified) was read as MOR-DOR ag -0.1, HTR5A ag -1, E coli growth 1.7, phage Ecoli inh 0.7, PKA-R1A act -4, MOR-DOR inv ag 0, AddAB inh -3.4, DSG3 Ab inh 103, SUMO Mot1 rescue -13, PfHsp90 set2 5 and HTR5A inv ctr -2.
For Cc1ccc(C)c(N(C(=O)c2csnn2)C(C(=O)NC2CCCC2)c2cccnc2)c1 (stereo unspecified) the results were MOR-DOR ag -2.0, HTR5A ag -3, E coli growth 0.2, phage Ecoli inh 2.7, PKA-R1A act -5, MOR-DOR inv ag 11, AddAB inh 3.3, DSG3 Ab inh 108, SUMO Mot1 rescue -2, PfHsp90 set2 8 and HTR5A inv ctr 7.
For CN=c1scc(-c2ccc(Br)cc2)n1C the results were MOR-DOR ag -3.9, HTR5A ag 1, E coli growth 2.3, phage Ecoli inh 0.8, PKA-R1A act -12, MOR-DOR inv ag 16, AddAB inh 2.9, DSG3 Ab inh 97, SUMO Mot1 rescue 7, PfHsp90 set2 0 and HTR5A inv ctr 19.
Screening NC(=O)C1c2ccccc2CSc2ccccc21 (stereo unspecified) returned MOR-DOR ag -0.8, HTR5A ag 5, E coli growth -1.5, phage Ecoli inh 1.7, PKA-R1A act 5, MOR-DOR inv ag 4, AddAB inh 0.9, DSG3 Ab inh 98, SUMO Mot1 rescue 14, PfHsp90 set2 -28 and HTR5A inv ctr -18.
For Cc1ccc(C(=O)Nc2ccn(C)n2)cc1 the results were MOR-DOR ag -2.9, HTR5A ag 0, E coli growth 1.8, phage Ecoli inh 0.9, PKA-R1A act 8, MOR-DOR inv ag 12, AddAB inh 2.9, DSG3 Ab inh 100, SUMO Mot1 rescue -3, PfHsp90 set2 25 and HTR5A inv ctr 0.
Screening CC(C)c1cc(=O)n2c(nc3ccccc32)[nH]1 returned MOR-DOR ag -1.1, HTR5A ag -2, E coli growth 0.8, phage Ecoli inh 3.4, PKA-R1A act -3, MOR-DOR inv ag 5, AddAB inh -0.2, DSG3 Ab inh 117, SUMO Mot1 rescue 2, PfHsp90 set2 -1 and HTR5A inv ctr 8.
O=C(OCc1c(-c2ccccc2)ncc2ccccc12)c1cccc(Br)c1 was read as MOR-DOR ag -0.8, HTR5A ag -1, E coli growth -0.2, phage Ecoli inh 0.9, PKA-R1A act -3, MOR-DOR inv ag 4, AddAB inh 1.1, DSG3 Ab inh 105, SUMO Mot1 rescue 14, PfHsp90 set2 -46 and HTR5A inv ctr -3.
`CS(=O)(=O)N(CC(=O)NCCSCc1ccccc1)c1ccccc1F` gave MOR-DOR ag -1.2, HTR5A ag -1, E coli growth 0.6, phage Ecoli inh -5.5, PKA-R1A act 11, MOR-DOR inv ag 6, AddAB inh 0.2, DSG3 Ab inh 103, SUMO Mot1 rescue -10, PfHsp90 set2 16 and HTR5A inv ctr 3.
`Cc1c(C(=O)O)cccc1-c1ccc(C=O)o1` gave MOR-DOR ag -0.6, HTR5A ag 2, E coli growth 0.3, phage Ecoli inh 3.2, PKA-R1A act 14, MOR-DOR inv ag 3, AddAB inh 5.0, DSG3 Ab inh 104, SUMO Mot1 rescue -15, PfHsp90 set2 0 and HTR5A inv ctr -36.
For COC(=O)C1=NNC2C(=O)N(c3ccc(C)cc3)C(=O)C12 (stereo unspecified) the results were MOR-DOR ag -3.1, HTR5A ag -2, E coli growth 2.9, phage Ecoli inh 3.7, PKA-R1A act -1, MOR-DOR inv ag 16, AddAB inh -0.2, DSG3 Ab inh 94, SUMO Mot1 rescue 3, PfHsp90 set2 5 and HTR5A inv ctr -7.
`O=C(CCSCCC(=O)NCc1ccccc1)NCc1ccccc1` gave MOR-DOR ag -1.4, HTR5A ag 7, E coli growth -1.8, phage Ecoli inh -2.1, PKA-R1A act -6, MOR-DOR inv ag 8, AddAB inh 2.1, DSG3 Ab inh 110, SUMO Mot1 rescue 7, PfHsp90 set2 -2 and HTR5A inv ctr -12.
CSc1ccccc1NC(=O)c1cc(-c2cccs2)on1 was read as MOR-DOR ag 2.0, HTR5A ag -1, E coli growth -1.1, phage Ecoli inh 2.2, PKA-R1A act -1, MOR-DOR inv ag -11, AddAB inh -2.0, DSG3 Ab inh 98, SUMO Mot1 rescue 33, PfHsp90 set2 0 and HTR5A inv ctr -12.
`O=C(CN1CCN(c2ccccn2)CC1)Nc1ccccc1` gave MOR-DOR ag -2.5, HTR5A ag 1, E coli growth 1.5, phage Ecoli inh 2.6, PKA-R1A act -3, MOR-DOR inv ag 12, AddAB inh 3.0, DSG3 Ab inh 102, SUMO Mot1 rescue 8 and HTR5A inv ctr -3.
For CC1CC(C(O)c2ccccn2)C(=O)C(C(O)c2ccccn2)C1 (stereo unspecified) the results were MOR-DOR ag -2.2, HTR5A ag 11, phage Ecoli inh -2.0, PKA-R1A act 2, MOR-DOR inv ag 12, DSG3 Ab inh 100, PfHsp90 set2 -1 and HTR5A inv ctr -29.
COCc1cc(C)c2c(N)c(C#N)sc2n1 was read as MOR-DOR ag -1.4, HTR5A ag 0, E coli growth 0.2, phage Ecoli inh 1.8, PKA-R1A act 3, MOR-DOR inv ag 7, AddAB inh 2.7, DSG3 Ab inh 105, SUMO Mot1 rescue -1 and HTR5A inv ctr 1.
Cc1ccc(OCCOCCN2CCN(C)CC2)c(C(C)(C)C)c1 was read as MOR-DOR ag 0.2, HTR5A ag -3, E coli growth -2.3, phage Ecoli inh 3.4, PKA-R1A act 8, MOR-DOR inv ag -1, AddAB inh -0.3, DSG3 Ab inh 111, SUMO Mot1 rescue 5, PfHsp90 set2 16 and HTR5A inv ctr 2.
Screening CCOc1ncccc1C(=O)N(C)CC(=O)Nc1ccc(F)cc1 returned MOR-DOR ag -1.7, HTR5A ag 2, E coli growth 2.7, phage Ecoli inh 0.4, PKA-R1A act -4, MOR-DOR inv ag 9, AddAB inh 3.1, DSG3 Ab inh 114, SUMO Mot1 rescue -6, PfHsp90 set2 0 and HTR5A inv ctr -26.
For Cc1noc(C)c1S(=O)(=O)N1CCC(C(=O)NCCN2CCC(C)CC2)CC1 the results were MOR-DOR ag -1.3, HTR5A ag -1, E coli growth 1.9, phage Ecoli inh 0.9, PKA-R1A act 5, MOR-DOR inv ag 7, AddAB inh -0.8, DSG3 Ab inh 108, SUMO Mot1 rescue 300, PfHsp90 set2 2 and HTR5A inv ctr -1.
Screening O=c1c(N2CCOCC2)nsnc1N1CCOCC1 returned MOR-DOR ag -1.9, HTR5A ag -1, E coli growth -2.2, phage Ecoli inh 2.0, PKA-R1A act 7, MOR-DOR inv ag 9, AddAB inh -0.1, DSG3 Ab inh 100, SUMO Mot1 rescue 15, PfHsp90 set2 -9 and HTR5A inv ctr 20.
CC(=O)NCCC(=O)N(C)CC1CCN(CCc2cccc(C(F)(F)F)c2)CC1 was read as MOR-DOR ag -2.1, HTR5A ag 0, phage Ecoli inh 1.5, PKA-R1A act 2, MOR-DOR inv ag 10, DSG3 Ab inh 109, SUMO Mot1 rescue 26, PfHsp90 set2 15 and HTR5A inv ctr -1.
`Cc1ccc(C)c(NC(=O)CN(C)C(C)C(=O)N2CCCC2)c1` (stereo unspecified) gave MOR-DOR ag -1.1, HTR5A ag 1, E coli growth 1.1, phage Ecoli inh 2.5, PKA-R1A act 3, MOR-DOR inv ag 5, AddAB inh -0.1, DSG3 Ab inh 142, SUMO Mot1 rescue -10, PfHsp90 set2 -4 and HTR5A inv ctr -6.
O=C(NCc1ccco1)c1ccc(C(=O)NCc2ccco2)cc1 was read as MOR-DOR ag -2.9, HTR5A ag 1, phage Ecoli inh 2.2, PKA-R1A act 1, MOR-DOR inv ag 13, DSG3 Ab inh 97, PfHsp90 set2 -4 and HTR5A inv ctr -2.

Next section, starting with the last 2 of the part before.
`Cc1ccc(C)c(NC(=O)CN(C)C(C)C(=O)N2CCCC2)c1` (stereo unspecified) gave MOR-DOR ag -1.1, HTR5A ag 1, E coli growth 1.1, phage Ecoli inh 2.5, PKA-R1A act 3, MOR-DOR inv ag 5, AddAB inh -0.1, DSG3 Ab inh 142, SUMO Mot1 rescue -10, PfHsp90 set2 -4 and HTR5A inv ctr -6.
O=C(NCc1ccco1)c1ccc(C(=O)NCc2ccco2)cc1 was read as MOR-DOR ag -2.9, HTR5A ag 1, phage Ecoli inh 2.2, PKA-R1A act 1, MOR-DOR inv ag 13, DSG3 Ab inh 97, PfHsp90 set2 -4 and HTR5A inv ctr -2.
`COc1cccc(CN(C(=O)c2ccco2)C(C(=O)NC2CCCC2)c2cccnc2)c1` (stereo unspecified) gave MOR-DOR ag -2.8, HTR5A ag 0, E coli growth 1.0, phage Ecoli inh 1.9, PKA-R1A act -8, MOR-DOR inv ag 14, AddAB inh 2.7, DSG3 Ab inh 94, SUMO Mot1 rescue 20, PfHsp90 set2 -2 and HTR5A inv ctr 0.
Cc1ccc(S(=O)(=O)N2CCC(=O)N(CCOCc3cccc(F)c3)CC2)cc1 was read as MOR-DOR ag -2.1, HTR5A ag 10, E coli growth -0.7, phage Ecoli inh 2.6, PKA-R1A act 2, MOR-DOR inv ag 12, AddAB inh 1.0, DSG3 Ab inh 106, SUMO Mot1 rescue -9, PfHsp90 set2 12 and HTR5A inv ctr -28.
Screening CCc1ccc(NC(=O)c2ccccc2SC)cc1 returned MOR-DOR ag -1.2, HTR5A ag -1, E coli growth -0.9, phage Ecoli inh 0.6, PKA-R1A act 0, MOR-DOR inv ag 6, AddAB inh 1.4, DSG3 Ab inh 115, SUMO Mot1 rescue 55 and HTR5A inv ctr -5.
`NC(=O)C1CCN(C(=O)c2ccc3c(c2)S(=O)(=O)c2ccccc2C3=O)CC1` gave MOR-DOR ag 2.2, HTR5A ag 5, E coli growth -1.6, phage Ecoli inh -0.5, PKA-R1A act 1, MOR-DOR inv ag -17, AddAB inh 1.6, DSG3 Ab inh 91, SUMO Mot1 rescue -3, PfHsp90 set2 7 and HTR5A inv ctr -13.
`COc1ccc(C(=O)NNC(=S)NC(=O)c2ccc(F)cc2)cc1Br` gave E coli growth 1.1, phage Ecoli inh -2.8, AddAB inh 4.2, DSG3 Ab inh 107 and SUMO Mot1 rescue -8.
`Cc1nn(C(=O)c2ccco2)c(C)c1Br` gave MOR-DOR ag -0.2, HTR5A ag 2, E coli growth -0.7, phage Ecoli inh 4.3, PKA-R1A act -3, MOR-DOR inv ag 1, AddAB inh 1.5, DSG3 Ab inh 101, SUMO Mot1 rescue -13, PfHsp90 set2 -6 and HTR5A inv ctr -10.
